BLM inh: blocks DNA unwinding by human BLM helicase. Potency, µM (titrated, usually from 56.1 µM), for inactives: at the highest dose activity change, negative = inhibition, usual class: inhibitors. recombinant BLM DNA unwinding, fluorescence dequenching. 0.2% of 350,000 active. AID 2528;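 also: potency is read from the fitted curve at half-maximal effect; plate controls were vehicle for no effect and no enzyme for full effect; nearly all actives have a fitted effect of over 35% in size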
Pol eta inh: inhibitors of human DNA polymerase eta; Q9Y253; recombinant Pol eta, fluorescent DNA replication assay; Potency, µM (top dose mostly 114 µM), inactives show at the highest dose activity change, negative = inhibition, usual class: inhibitors; 1.2% of 390,000 active; AID 588591; also: potency is read from the fitted curve at half-maximal effect; % is scaled to controls: 0 for no effect and ±100 for the full control effect
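Pol eta (10 nM) was preincubated with compounds for 15 min at room temperature, after which fluorescent replication substrate (50 nM final) was added to start the reaction. Fluorescence was read kinetically at 0 and 10 min.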
Tb PGK inh: blocks T. brucei phosphoglycerate kinase; 0.043% of 380,000 active; Potency, µM (series often up to 57.5 µM), without a hit: at the highest dose activity change, negative = inhibition, most hits filed as inhibitors; PGK/GAPDH coupled, Kinase-Glo luminescence, 60 min; also: potency is read from the fitted curve at half-maximal effect; % is scaled to controls: 0 for no effect and ±100 for the full control effect; nearly all actives have a fitted effect of over 60% in size
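Recombinant glycosomal PGK reaction used 1,3-bisphosphoglycerate generated in-well by GAPDH (100nM final) in 100mM TEA pH 7.6, 5mM MgCl2, 0.01% Tween-20. After 60 minutes at room temperature, ATP was read by Kinase-Glo Plus luminescence end-point.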
Pol iota inh: DNA polymerase iota (human) inhibition | Q9UNA4 | Pol iota fluorescent replication assay, 10 min | Potency, µM (doses to about 115 µM), for inactives: at the top dose activity, negative = inhibition, hits mostly inhibitors | 1% of 390,000 active | AID 588590; also: potency is read from the fitted curve at half-maximal effect
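Fluorescent replication assay read twice, at 0 min and 10 min after adding 50 nM (final) substrate. Enzyme (10 nM) and compounds were first incubated 15 min at room temperature; enzyme-free buffer wells were negative controls.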
Apoferritin bind: candidate novel general anesthetic via apoferritin binding | P02791 | apoferritin/1-aminoanthracene competitive binding, fluorescence | Potency, µM (series often up to 77.5 µM), for inactives: at the top dose activity change, negative = displacement, hits mostly inhibitors | 0.074% of 350,000 active; also: potency is read from the fitted curve at half-maximal effect; % is scaled to controls: 0 for no effect and ±100 for the full control effect; nearly all actives have a fitted effect of over 20% in size
Target sequence (P02791 2-175 limits assumed): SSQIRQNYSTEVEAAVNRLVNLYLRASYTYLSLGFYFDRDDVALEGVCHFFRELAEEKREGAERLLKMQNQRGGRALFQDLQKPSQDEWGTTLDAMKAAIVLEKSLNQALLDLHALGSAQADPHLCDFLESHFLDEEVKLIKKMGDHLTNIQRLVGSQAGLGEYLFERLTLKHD
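Read-out: endpoint 1-AMA fluorescence, excitation 380 nm and emission 535 nm, after compounds sit 10 min at room temperature with 10 uM horse-spleen apoferritin in 50% saturated 1-AMA/PBS. Values come from four-parameter Hill fits.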
APEX1 inh: blocks human APE1 abasic DNA cleavage; recombinant APE1, TAMRA/BHQ-2 abasic DNA cleavage fluorescence; 0.35% of 350,000 active; P27695; Potency, µM (doses to about 65.8 µM), inactives show at the highest dose activity change, negative = inhibition, hits mostly inhibitors;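 also: potency is read from the fitted curve at half-maximal effect; plate controls were vehicle for no effect and reference inhibitor for full effect; nearly all actives have a fitted effect of over 55% in size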
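Quantitative HTS: incision of a TAMRA/BHQ-2 double-stranded substrate bearing a tetrahydrofuran abasic site by 0.75 nM APE1 raises fluorescence. Substrate 50 nM final, added after 15 min compound preincubation at room temperature; progress as third-minus-first kinetic read difference.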
POLB inh: DNA polymerase beta (human) inhibition; 1.3% of 340,000 active; Pol beta primer extension/strand displacement, fluorescence kinetic; P06746; Potency, µM (doses to about 114 µM), for the others: top-dose activity change, negative = inhibition, actives largely listed as inhibitors; also: potency is read from the fitted curve at half-maximal effect; % is scaled to controls: 0 for no effect and ±100 for the full control effect
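Pol beta (10 nM) and compounds were preincubated 15 min at room temperature, then 50 nM substrate (final) started primer extension/strand displacement. Reads were taken at 0 and 10 min; concentration-response data were fitted to a four-parameter Hill equation.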
Pol kappa inh: inhibitors of human DNA polymerase kappa; 0.53% of 400,000 active; purified Pol kappa, fluorescent DNA synthesis assay, 10 min; Q9UBT6; Potency, µM (titrated, usually from 107 µM), without a hit: at the highest dose activity, negative = inhibition, hits mostly inhibitors; also: potency is read from the fitted curve at half-maximal effect; % is scaled to controls: 0 for no effect and ±100 for the full control effect
Target sequence (Q9UBT6 whole entry, looked up): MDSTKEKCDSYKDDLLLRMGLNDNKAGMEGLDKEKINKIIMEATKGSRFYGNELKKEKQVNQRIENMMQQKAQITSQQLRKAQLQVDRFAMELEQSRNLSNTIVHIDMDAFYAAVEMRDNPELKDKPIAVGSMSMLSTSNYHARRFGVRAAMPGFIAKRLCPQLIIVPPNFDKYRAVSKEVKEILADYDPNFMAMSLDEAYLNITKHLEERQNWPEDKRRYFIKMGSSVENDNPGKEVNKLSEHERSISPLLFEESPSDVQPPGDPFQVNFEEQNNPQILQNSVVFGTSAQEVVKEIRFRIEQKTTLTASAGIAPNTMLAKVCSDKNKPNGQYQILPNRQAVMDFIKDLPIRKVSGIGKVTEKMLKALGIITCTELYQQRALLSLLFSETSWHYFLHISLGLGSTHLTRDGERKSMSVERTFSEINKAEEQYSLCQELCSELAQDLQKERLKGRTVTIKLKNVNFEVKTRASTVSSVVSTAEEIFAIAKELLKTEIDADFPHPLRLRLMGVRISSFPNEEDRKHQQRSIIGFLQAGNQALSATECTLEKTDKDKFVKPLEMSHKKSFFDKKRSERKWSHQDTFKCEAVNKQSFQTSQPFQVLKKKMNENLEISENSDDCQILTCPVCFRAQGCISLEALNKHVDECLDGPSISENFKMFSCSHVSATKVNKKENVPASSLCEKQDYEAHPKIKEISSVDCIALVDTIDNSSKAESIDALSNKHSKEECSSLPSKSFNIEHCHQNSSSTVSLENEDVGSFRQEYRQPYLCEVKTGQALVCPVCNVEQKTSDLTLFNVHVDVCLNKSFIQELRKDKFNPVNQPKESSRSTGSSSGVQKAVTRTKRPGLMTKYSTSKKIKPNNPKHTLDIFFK
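First, compounds were pin-transferred onto 10 nM Pol kappa. After 15 min at room temperature, substrate was added to 50 nM final. Fluorescence was then measured kinetically at 0 and 10 min.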
RXFP1 antagonist: blocks the human relaxin receptor RXFP1; activity change, negative = inhibition, % at 57.5 µM; 0.59% of 350,000 active; AID 1259400; Q9HBX9; HEK293-RXFP1, relaxin-stimulated cAMP HTRF, 30 min; stronger effect = lower value;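 active = activity change of -60% or lower, but not beyond a set lower limit; inconclusive = change between -60% and -40%, or beyond the set limit; inactive = change above -40%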; also: % is scaled to controls: 0 for no effect and ±100 for the full control effect
* = called active by the depositor; i = inactive; ? = inconclusive; nt = not tested or not shown; & = joins results of further samples; [ ] = dose if it differs, or a comment. Unless noted, calls follow the shape of the dose curve; as a rule, active = well fitted curve in the direction sought with a large enough effect; inconclusive = small, poorly fitted or top-dose-only effect, or another doubt; inactive = no such curve, though single readings can be large; an effect the other way counts as inactive or inconclusive. An excerpt, so the mix of outcomes need not match the whole.

SMILES	BLM inh	Pol eta inh	Tb PGK inh	Pol iota inh	Apoferritin bind	APEX1 inh	POLB inh	Pol kappa inh	RXFP1 antagonist
CC(=O)c1cccc(Nc2nc(-c3sc(C)nc3C)cs2)c1	-5%	-6%	1%	103%[activator]	77%[activator]	9%	-2%	-14%	?
CCCC(=O)Nc1ccc(NC(=O)CCc2ccccc2)cn1	-1%	-1%	0%	-4%	-11%	7%	0%	-18%	7
COC(=O)c1sccc1S(=O)(=O)N(CC(=O)NCc1ccc(C)cc1)c1ccccc1	1%	-16%	-1%	6%	4%	nt	3%	-6%	nt
NS(=O)(=O)c1ccc(CCNC(=O)C(c2ccccc2)c2ccccc2)cc1	-4%	-17%	-5%	10%	-2%	17%	21%	-5%	1
Cc1ccc(C(=O)N2CCN(c3ccccn3)CC2)cc1[N+](=O)[O-]	-1%	-18%	i	?	-12%	?	19%	-1%	-13
CN(C(=O)CSc1ncn[nH]1)C1(C#N)CCCCC1	nt	-8%	5%	12%	nt	22%	nt	-19%	1
COc1ccc(CCNC(=O)Cn2cccc2C(=O)c2ccccc2)c(OC)c1	6%	-21%	-1%	12%	-10%	17%	2%	2%	-6
COc1ccc(-c2c3c(=O)n(C)c(=O)n(C)c3c3c(-c4ccc(C)cc4)nc4ccccc4n23)cc1	-3%	-20%	-10%	16%	-3%	nt	-20%	-7%	-12
Cc1ccc(-n2nc3c(c2NC(=O)c2c(-c4ccccc4Cl)noc2C)CS(=O)(=O)C3)c(C)c1	-7%	-19%	-9%	-4%	3%	10%	1%	-7%	-3
Cc1cc(C)n(CC(C)NC(=O)CCc2nnc(CCc3ccccc3)o2)n1 (stereo not drawn)	2%	-12%	-6%	49%[activator]	-7%	14%	16%	6%	4
CCN(CC(=O)NCc1cccs1)C(=O)c1cc(Br)ccc1O	nt	3%	-2%	-11%	nt	5%	nt	3%	-2
COc1cc(/C=C2\SC(=S)N(NC(=O)c3ccc(O)cc3)C2=O)ccc1O	-13%	?	-19%	50µM*	-1%	-16%	13µM*	?	-13

Taken from above:
CCCC(=O)Nc1ccc(NC(=O)CCc2ccccc2)cn1 – Pol kappa inh = -18%
CCN(CC(=O)NCc1cccs1)C(=O)c1cc(Br)ccc1O – Pol iota inh = -11%
COc1ccc(CCNC(=O)Cn2cccc2C(=O)c2ccccc2)c(OC)c1 – BLM inh = 6%
Cc1cc(C)n(CC(C)NC(=O)CCc2nnc(CCc3ccccc3)o2)n1 (stereo not drawn) – Apoferritin bind = -7%

Next structures
SMILES	BLM inh	Pol eta inh	Tb PGK inh	Pol iota inh	Apoferritin bind	APEX1 inh	POLB inh	Pol kappa inh	RXFP1 antagonist
Cc1cccc(C)c1NC(=O)CSc1nccn1C	-1%	-17%	4%	15%	-5%	nt	46%	-2%	nt
CCCNC(=O)c1ccccc1NC(=O)c1ccc2c(c1)NC(=O)C(C)S2 (stereo not drawn)	-2%	-9%	5%	12%	?	-8%	-1%	-2%	2
C[C@H](CO)N1C[C@H](C)[C@@H](CN(C)C(=O)NC2CCCCC2)Oc2ccc(NC(=O)C3CCCCC3)cc2C1=O	nt	-3%	7%	5%	nt	0%	nt	-3%	nt
O=C(CSc1ncnc2ccccc12)c1ccco1	-1%	14%	-9%	111%[activator]	-13%	-7%	-6%	-4%	-29
O=C(c1cnn(C(=O)c2ccco2)c1)c1cc(F)ccc1O	nt	-19%	-5%	11%	nt	-3%	nt	1%	3
COc1ccccc1NC(=O)C(C)OC(=O)C(C)SCC(=O)Nc1ccc(C)cc1 (stereo not drawn)	nt	-9%	-7%	21%	nt	7%	nt	-15%	-20
Cc1ccc(NC(=S)N2CCCC2)cc1	0%	4%	nt	-24%	-7%	0%	-12%	-4%	0
COc1ccc2c(c1)C(c1ccccc1C)CC(=O)O2 (stereo not drawn)	-14%[120 µM]	nt	nt	nt	?	9%[120 µM]	nt	-23%	nt
Cc1cccc(CNC(=O)C2CCC(=O)N(C3CCCC3)C2)c1 (stereo not drawn)	-2%	-10%	5%	5%	-3%	-12%	11%	-12%	-4
O=C(c1ccc(C(F)(F)F)n(Cc2ccc(Cl)cc2)c1=O)N1CCOCC1	-8%	0%	-9%	15%	-7%	0%	5%	5%	-16
Cc1cccc(NC(=O)/C=C/c2ccc3c(c2)OCO3)n1	3%	-13%	-16%	8%	-2%	-12%	2%	-16%	9
OC[C@@H]1[C@@H](c2ccccc2)C(c2ccc(F)cc2)=NN1c1ccccc1	-13%[75.6 µM]	-24%	2%	-10%	126%[activator][110 µM]	-8%	nt	0%&-18%	nt

Overlap with the part before: 3 entries, then new ones.
SMILES	BLM inh	Pol eta inh	Tb PGK inh	Pol iota inh	Apoferritin bind	APEX1 inh	POLB inh	Pol kappa inh	RXFP1 antagonist
O=C(c1ccc(C(F)(F)F)n(Cc2ccc(Cl)cc2)c1=O)N1CCOCC1	-8%	0%	-9%	15%	-7%	0%	5%	5%	-16
Cc1cccc(NC(=O)/C=C/c2ccc3c(c2)OCO3)n1	3%	-13%	-16%	8%	-2%	-12%	2%	-16%	9
OC[C@@H]1[C@@H](c2ccccc2)C(c2ccc(F)cc2)=NN1c1ccccc1	-13%[75.6 µM]	-24%	2%	-10%	126%[activator][110 µM]	-8%	nt	0%&-18%	nt
CC[C@](C)(O)c1cc2ccccc2c(=O)o1	nt	-8%	-7%	35%[activator]	nt	28%	nt	3%	nt
c1ccc(CN2CCOCCOCCOCCOCC2)cc1	-5%	-18%	i	54%[activator]	39%[activator]	6%	10%	2%	-9
CCOC(=O)N1CCN(c2ccc(Cl)c(Cl)c2)CC1	-3%	-15%	i	8%	-13%	-10%	0%	-11%	-18
Cc1cc(=O)n(CC(=O)NCc2ccc(OC(C)C)cc2)c2c1c(C)nn2-c1cccc(F)c1	2%	-8%	-3%	4%	6%	nt	1%	-2%	-3
COc1cccc(CNc2ccccc2O)c1OCc1ccccc1F	-8%	-15%	-9%	1%	?	-3%	-9%	-11%	1
O=C(N/N=C\c1ccncc1)c1ccc(Br)s1	2%	-10%	-10%	21%	-5%	35%	-19%	8%	3
O=C(CCn1cncn1)N1CCCC(N2CCN(c3cccc(C(F)(F)F)c3)CC2)C1 (stereo not drawn)	0%	-12%	-5%	2%	-13%	7%	15%	?	11
C=CCSC1=N/C(=C\C=C\c2ccco2)C(=O)S1	?	3.5µM*	?	4.5µM*	-13%	10µM*	2.5µM*	14µM*	-20
COc1ccccc1NC(=O)COC(=O)c1ccc(N2CCCC2=O)cc1	nt	4%	0%	-5%	nt	50%[activator]	nt	1%	-1
COc1ccc(OC)c(NC(=O)c2ccc(OCC(=O)N3CCOCC3)c(OC)c2)c1	nt	-13%	-8%	65%[activator]	nt	-9%	nt	2%	-21
CC(C)CN(C(=O)CN1CCN(c2ccc(O)cc2)CC1)c1c(N)n(CC(C)C)c(=O)[nH]c1=O	-2%	-10%	3%	-16%	-10%	-2%	-1%	-12%	2
COc1ccc(NC(=S)N2CCN(C(=O)C3CCCO3)CC2)c(OC)c1 (stereo not drawn)	3%	-9%	-6%	86%[activator]	3%	-1%	16%	4%	-2

Rewritten with two lines to a compound: part of the list above
Fields: BLM inh, Pol eta inh, Tb PGK inh, Pol iota inh, Apoferritin bind, APEX1 inh, POLB inh, Pol kappa inh, RXFP1 antagonist
C=CCSC1=N/C(=C\C=C\c2ccco2)C(=O)S1
 : ?, 3.5µM*, ?, 4.5µM*, -13%, 10µM*, 2.5µM*, 14µM*, -20
COc1cccc(CNc2ccccc2O)c1OCc1ccccc1F
 : -8%, -15%, -9%, 1%, ?, -3%, -9%, -11%, 1
CCOC(=O)N1CCN(c2ccc(Cl)c(Cl)c2)CC1
 : -3%, -15%, i, 8%, -13%, -10%, 0%, -11%, -18
O=C(N/N=C\c1ccncc1)c1ccc(Br)s1
 : 2%, -10%, -10%, 21%, -5%, 35%, -19%, 8%, 3

Additional results follow:
SMILES	BLM inh	Pol eta inh	Tb PGK inh	Pol iota inh	Apoferritin bind	APEX1 inh	POLB inh	Pol kappa inh	RXFP1 antagonist
Nc1ccc(C(=O)OCCCc2nc3ccccc3[nH]2)cc1	-2%	-8%	i	2%	-14%	-2%	4%	-15%	3
COc1ccc(C2CC(=O)NC3=C2C(=O)CCC3)cc1Cl (stereo not drawn)	1%	-14%	2%	-2%	-8%	1%	2%	-14%	-4
Cc1ccc(C)c(OCC(=O)NC2CCCCCC2)c1	-3%	-6%	i	137%[activator]	?	5%	-1%	-1%	-1
CC(C)CCNC(=O)c1ccccc1NC(=O)C1=CSCCO1	-2%	-21%	-5%	-2%	-16%	42%	-18%	7%	-8
CS(=O)(=O)N1CCC(Oc2ccccc2C(=O)N2CCC[C@H]2CO)CC1	-3%	5%	-9%	2%	-3%	10%	27%	-5%	7
C=CCNc1cc(C)oc(=O)c1C(=O)CC	-3%	5%	3%	161%[activator]	-1%	2%	13%	1%	13
Cc1ccc(C)c(S(=O)(=O)NNC(=O)Nc2ccccc2Cl)c1	-4%	-18%	-7%	3%	-9%	-6%	21%	18%	-3
COc1ccc(/C=C(\NC(=O)c2ccc([N+](=O)[O-])cc2)C(=O)NCCCN2CCOCC2)cc1	-1%	-18%	-9%	16%	-8%	37%[12.4 µM]	18%	-2%	-2
Cc1ccc(NC(=O)c2cnn(-c3ccccc3)c2C)cc1C	-3%	3%	-6%	69%[activator]	-9%	0%	0%	-4%	-32
COc1ccc(-c2csc(NC(=O)C3CCN(C(=O)c4ccc(F)cc4)CC3)n2)cc1OC	-8%	-9%	1%	11%	-24%	-26%	?	-18%	-14
O=C(CSc1nc(=O)n(CCN2CCOCC2)c2c1CCC2)Nc1ccccc1	3%	-6%	-9%	9%	-6%	nt	17%	2%[60.1 µM]	3
COCCN(C(=O)c1oc2ccccc2c1COC)c1c(N)n(CC(C)C)c(=O)[nH]c1=O	nt	0%	-8%	29%	nt	9%	nt	-1%	4
Cc1ccc(N(C(=O)c2cc3ccccc3oc2=O)C2C=CS(=O)(=O)C2)cc1 (stereo not drawn)	1%	-9%	5%	122%[activator]	-13%	-12%	17%[57.1 µM]	-12%	1

High-throughput results from PubChem BioAssay.
